Hck-Nef inh = blocks Nef-activated human Hck kinase; P08631; Recombinant Hck-YEEI plus Nef, Z-Lyte FRET kinase assay; inhibition, % at 20 µM; actives 0.68% (n = 220,000);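 active = Hck-Nef kinase inhibition above about 50%, limit read from the data; inactive = inhibition below that limit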;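 also: 0% = DMSO with Hck plus Nef and 100% = Hck alone without Nef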
Rad51 HR inh = Rad51 (human) homologous recombination inhibition. hRad51 DNA strand exchange, fluorescence dequenching. actives 0.085% (n = 200,000). inhibition, % at 10 µM. Q06609;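 active = inhibition above 40% at the single screening dose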;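 also: 0% = DMSO control wells and 100% = blanks with heterologous ssDNA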
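Material: hRad51 filaments on single-stranded DNA; Reagent: Donor/quencher-labelled 47-bp dsDNA substrate; Compound: 10 µM final, single point; Schedule: 37 °C 15-min filament assembly, 30-min compound preincubation, 15-min exchange; Technique: FRET fluorescence, excitation 485 nm, emission 520 nm; Benchmarks: control wells and blank wells on each plate.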
TNF necrop inh = TNF-alpha cell death inhibition in Jurkat FADD-/- cells; Jurkat FADD-/- TNF necroptosis rescue, ATP luminescence, 24 h; 0 = TNF only, 100 = no-TNF cells; actives 0.068% (n = 220,000); AID 463075; activation (protection from cell death), % at 10 µM;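 active = activation, meaning protection from cell death, of at least 50% relative to plate controls; inactive = activation below 50%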;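 also: necroptosis triggered by 40 ng/mL TNF-alpha added together with compound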
thrombin 1536 = blocks human thrombin protease activity | alpha-thrombin, Boc-VPR-AMC fluorogenic substrate cleavage | inhibition, % at 5 µM | actives 0.26% (n = 220,000);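 active = inhibition at or above 40%; inactive = inhibition below 40%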;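 also: 0% = enzyme with no compound and 100% = wells without enzyme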
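System – human alpha-thrombin · Medium – pH 7.5 Tris (50 mM) with NaCl 150 mM, Tween 20 0.05% · Compound – single-point dosing at 5 µM, 0.2% DMSO · Incubation – enzyme reaction carried out at room temperature · Technique – fluorescence of released AMC, ex 355 nm, em 460 nm · Read-out basis – % inhibition of thrombin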
FXIIa inh = factor XIIa (human) inhibition; inhibition, % at 5 µM; purified FXIIa, Boc-QGR-AMC fluorogenic substrate, 2 h; P00748; actives 0.3% (n = 220,000); in the data active = inhibition above about 40%;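 also: 0% = enzyme with no compound and 100% = blank without enzyme; many of its hits are not listed in these tables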
L929 necroptosis = blocks zVAD induced death of L929 cells. actives 0.38% (n = 220,000). L929 zVAD necroptosis rescue, ATP luminescence, 24 h; with zVAD 60 µM. viability rescue, % at 10 µM;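 active = activation, scaled between plate controls, above about 75%, limit read from the data; inactive = activation under that limit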;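 also: 0% = zVAD with DMSO and 100% = DMSO alone without zVAD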
FXIa inh 1536 = blocks human coagulation factor XIa protease activity; P03951; inhibition, % at 5 µM; actives 0.14% (n = 220,000); AID 798; purified FXIa, Boc-Glu-Ala-Arg-AMC fluorogenic substrate;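 active = inhibition of at least 40%; inactive = inhibition below 40%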;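 also: fluorescence of freed AMC excited at 355 nm; 0% = enzyme without compound and 100% = no enzyme blank; many of its hits are not listed in these tables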
Target sequence (P03951 19-387 limits assumed): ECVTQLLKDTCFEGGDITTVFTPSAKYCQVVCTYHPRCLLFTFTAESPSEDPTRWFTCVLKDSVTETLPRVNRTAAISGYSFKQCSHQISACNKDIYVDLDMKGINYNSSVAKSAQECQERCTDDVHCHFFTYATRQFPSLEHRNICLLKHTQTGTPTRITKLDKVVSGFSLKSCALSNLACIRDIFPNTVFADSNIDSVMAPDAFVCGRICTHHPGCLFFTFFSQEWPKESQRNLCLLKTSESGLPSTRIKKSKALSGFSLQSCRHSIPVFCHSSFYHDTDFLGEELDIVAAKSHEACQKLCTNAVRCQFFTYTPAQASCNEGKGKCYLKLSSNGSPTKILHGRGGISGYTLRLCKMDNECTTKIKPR
Target sequence (P03951 388-625 limits assumed): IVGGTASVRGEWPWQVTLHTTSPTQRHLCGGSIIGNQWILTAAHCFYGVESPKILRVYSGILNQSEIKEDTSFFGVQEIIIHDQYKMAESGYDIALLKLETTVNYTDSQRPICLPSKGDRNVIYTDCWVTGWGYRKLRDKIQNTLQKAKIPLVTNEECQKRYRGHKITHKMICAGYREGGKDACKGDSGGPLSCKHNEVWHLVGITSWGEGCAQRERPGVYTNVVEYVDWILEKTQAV
KCC2 mod = modulates chloride dependent transport by human KCC2; KCC2 cells, thallium flux FluoZin-2 fluorescence; B-score of Tl+ flux slope (higher = more flux/activation; lower = inhibition) at 10 µM; actives 2.2% (n = 190,000); AID 1456;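 active = thallium flux slope and its plate-corrected score both differing from the plate sample mean at a set confidence after two filtering rounds, in either direction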;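 also: slope of fluorescence scaled to starting intensity during 10 to 20 s after thallium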
KLK5 inh = kallikrein 5 (human) inhibition | Q9Y337 | recombinant hK5, fluorogenic AMC substrate cleavage | inhibition, % at 5 µM | actives 0.59% (n = 210,000) | AID 873;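 active = inhibition of 40% or more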;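 also: 0% = enzyme controls without compound and 100% = no-enzyme blanks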
Target sequence (Q9Y337 67-293 limits assumed): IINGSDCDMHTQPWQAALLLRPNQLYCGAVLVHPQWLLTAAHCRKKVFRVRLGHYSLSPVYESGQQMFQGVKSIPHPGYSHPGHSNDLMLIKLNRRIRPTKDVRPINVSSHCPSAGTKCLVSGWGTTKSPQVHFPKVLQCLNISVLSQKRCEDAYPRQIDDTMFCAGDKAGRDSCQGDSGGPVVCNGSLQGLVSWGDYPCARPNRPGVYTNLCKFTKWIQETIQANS
The depositor's hits bear a star; . = no result given.

SMILES	Hck-Nef inh	Rad51 HR inh	TNF necrop inh	thrombin 1536	FXIIa inh	L929 necroptosis	FXIa inh 1536	KCC2 mod	KLK5 inh
Cc1cccc(C(=O)NCCCN2CCCC2=O)c1	-17	5	0.6	-16	-9	-0.5	-1	0.85	1
O=C(CN(C1CCCCC1)S(=O)(=O)c1ccccc1)NCc1cccnc1	1	8	-1.2	-4	7	0.2	-4	0.34	-24
COc1ccc(NC(=S)NNC(=O)c2cccs2)cc1	5	-34	0.8	1	27	0.1	20	.	-57
O=C(CN1CCOCC1)Nc1c2c(nc3c1CCC3)CCC2	6	2	0.2	-7	8	0.3	-20	.	1
CCCS(=O)(=O)N1CCCC(C(=O)NCCCN(CC)c2cccc(C)c2)C1 (stereo unspecified)	0	-2	-4.4	-2	-6	0.9	-10	0.19	-8
O=C(CN1CCc2ccccc2C1)N1CCN(S(=O)(=O)c2ccccc2)CC1	2	-39	-0.5	-2	29	0.2	18	.	-9
O=C(NC(=S)Nc1ccccc1)c1ccc(-c2ccccc2)cc1	3	3	1.7	2	13	-0.1	6	1.7	-20
COc1cccc(N/C=C(\C#N)c2ccc(OCCCF)cc2)c1	-16	-1	-3.5	-4	4	-0.5	-5	-0.48	-27
O=C(C1=C(O)C(=O)N(Cc2ccccc2)C1c1ccncc1)c1ccco1 (stereo unspecified)	0	-5	-0.8	-7	3	0.0	-5	0.9	-10
Cc1cccn2c(=O)c3cc(C#N)c(=N)n(CCN4CCOCC4)c3nc12	13	.	-2.9	-8	-1	-0.8	-3	1.2	-10
Cc1cccc(-n2ccnc2CN2CCN(C(C)C)C(CCO)C2)c1 (stereo unspecified)	14	1	0.8	-1	8	-0.1	-1	-0.051	-3
O=C(Cc1ccccc1)Nc1ccc2oc(-c3cccnc3)nc2c1	1	-2	-2.5	0	-9	0.5	-8	.	-30
N#CCCC1CCCC=C1N(Cc1ccccc1)C(=O)C(Cl)Cl (stereo unspecified)	-1	.	-0.1	1	27	1.0	57*	0.91	34
COc1cccc2cc(C(=O)C3=C(O)C(=O)N(CCN4CCOCC4)C3c3cccs3)oc12 (stereo unspecified)	-1	1	1.5	4	17	0.6	4	-0.92	-2
CCCCc1c(C)nc2ccc(Br)cc2c1SCCC#N	-1	-5	-0.5	99*	7	0.3	10	-0.57	47*
COc1ccc(/C=N/OCC(=O)N2CCCC2)c(OC)c1	32	-7	1.3	-8	6	0.2	6	-0.55	-2
Cc1ccc(-n2nnc3c(=O)n(CC(=O)N4CCC(C)CC4)cnc32)cc1	3	-5	-3.8	14	19	0.7	3	0.0013	22
Cc1c(Nc2nc3ccccc3nc2NS(=O)(=O)c2ccccc2)c(=O)n(-c2ccccc2)n1C	0	0	-3.4	-5	29	0.4	-15	-0.056	16
COc1ccc(Br)cc1C1N2CC3(C)CN1CC(C)(C2)C3=O (stereo unspecified)	3	-10	-0.6	-2	10	0.4	-5	.	-2
CCN(CC)S(=O)(=O)c1ccc(N/N=C/c2ccccc2OCC(=O)O)c([N+](=O)[O-])c1	18	17	0.8	-2	2	3.8	-2	0.82	1
O=C(OCCCN1CCCC1)C1(c2ccccc2)CCCC1	-22	-6	1.3	0	-2	-0.1	-3	0.63	-35
CC(=O)n1c2c(c3ccccc31)OC(N)=C(C#N)C2c1ccc(C(C)C)cc1 (stereo unspecified)	2	4	2.7	6	4	0.4	6	0.059	3
O=C(C1CCCN1S(=O)(=O)c1cccc2nsnc12)N1CCCCCC1 (stereo unspecified)	15	14	2.3	0	7	0.3	1	-0.022	0
COc1ccc(N(C(C)C(=O)N/N=C(\C)C(C)(C)C)S(C)(=O)=O)cc1 (stereo unspecified)	-4	7	-0.6	-1	2	1.0	-5	-0.079	-10
Cc1cc(C)c2c(SC(C)C)nc(N)nc2n1	29	-2	-1.7	0	7	-0.3	1	-0.89	0
Cc1ccc(OCC(=O)Nc2ccc(O)c(-c3nc4ccccc4o3)c2)cc1	1	.	-1.9	-1	15	-0.2	5	0.63	-15
Fc1ccc(-c2nnc(SCc3cccnc3)o2)cc1	22	-10	9.6	-10	7	1.4	-5	0.65	-4
Cc1ccccc1NS(=O)(=O)c1ccc(OCC(=O)NCc2ccccn2)cc1	0	.	-0.2	-4	13	-0.9	1	-0.56	.
O=C(NCC1CCCO1)c1cc2ccccc2nc1Cl (stereo unspecified)	7	1	-0.2	-3	10	2.1	-4	0.41	1
Cc1n[nH]c(=O)n1-c1ccc(OC(F)(F)F)cc1	23	14	1.9	-16	5	2.6	20	0.93	3
Cn1ncc(Cl)c1C(=O)N1CCCc2ccccc21	2	0	-2.4	19	6	-0.3	15	0.89	18
CCC(=O)N1CCc2cc(S(=O)(=O)CCC(=O)Nc3ccc(C)c(F)c3)ccc21	10	8	-1.2	-1	13	0.0	9	-0.36	-6
O=C(NCc1ccco1)C(Cc1ccccc1)NS(=O)(=O)c1cccc2nsnc12 (stereo unspecified)	-2	3	-0.3	3	16	1.2	5	.	8
CC(=O)Nc1ccc(C(=S)NCCCO)cc1	7	1	-0.5	-5	5	1.3	-4	1.1	-3
COCC(=O)Nc1ccc(S(=O)(=O)Nc2cc(C)nc(C)n2)cc1	0	4	-0.2	-3	7	0.8	-2	-0.0082	-6
COc1ccc(OCCN2CCN(C3CC(=O)N(CCC(C)C)C3=O)CC2)cc1 (stereo unspecified)	0	-2	-1.8	-7	2	-0.1	-8	.	-2
COc1cc(CC(=O)OCC(=O)Nc2ccc([N+](=O)[O-])cc2)cc(OC)c1OC	0	-2	-0.1	-10	7	1.4	-3	2.2	-4
O=C(NC1CCCCCC1)c1cc(=O)[nH]c2ccc(S(=O)(=O)N3CCOCC3)cc12	-3	1	0.6	2	4	1.8	-2	0.58	-2
COc1cc(/C=C/c2c([N+](=O)[O-])c(=O)n(C)c(=O)n2C)cc(OC)c1OC	2	-1	-0.1	13	19	0.5	4	0.14	7
CCN1CC2=C(OC(N)=C(C#N)C2c2cccs2)/C(=C\c2cccs2)C1 (stereo unspecified)	2	-2	-4.7	-3	7	-0.1	-3	-0.78	-9

Part of the list above in order of length of the SMILES, rising:
SMILES	Hck-Nef inh	Rad51 HR inh	TNF necrop inh	thrombin 1536	FXIIa inh	L929 necroptosis	FXIa inh 1536	KCC2 mod	KLK5 inh
CC(=O)Nc1ccc(C(=S)NCCCO)cc1	7	1	-0.5	-5	5	1.3	-4	1.1	-3
Cn1ncc(Cl)c1C(=O)N1CCCc2ccccc21	2	0	-2.4	19	6	-0.3	15	0.89	18
COc1ccc(OCCN2CCN(C3CC(=O)N(CCC(C)C)C3=O)CC2)cc1 (stereo unspecified)	0	-2	-1.8	-7	2	-0.1	-8	.	-2
O=C(NCc1ccco1)C(Cc1ccccc1)NS(=O)(=O)c1cccc2nsnc12 (stereo unspecified)	-2	3	-0.3	3	16	1.2	5	.	8
CCC(=O)N1CCc2cc(S(=O)(=O)CCC(=O)Nc3ccc(C)c(F)c3)ccc21	10	8	-1.2	-1	13	0.0	9	-0.36	-6

Further structures
SMILES	Hck-Nef inh	Rad51 HR inh	TNF necrop inh	thrombin 1536	FXIIa inh	L929 necroptosis	FXIa inh 1536	KCC2 mod	KLK5 inh
COc1nccnc1NS(=O)(=O)c1ccc(NC(=O)c2cccc(C)c2)cc1	22	5	-0.6	1	2	-0.2	-5	.	8
Cc1ccc(S(=O)(=O)N2CCOCC2)cc1C(=O)OCC(=O)Nc1ccc2c(c1)OCO2	-2	0	2.8	-4	-12	0.3	-7	-0.51	0
COCc1nc2sc3c(c2c(=O)[nH]1)CCCC3	-13	-2	1.1	0	14	2.1	4	0.021	-8
O=C(/C=C/c1ccc(O)c(O)c1)c1ccc(S(=O)(=O)N2CCCCCC2)cc1	16	-11	-3.6	-7	10	19	7	0.12	-11
CN1CCc2nc3ccccc3c(C(=O)OCC(=O)N(CCC#N)c3ccccc3)c2C1	17	-34	-1.9	-1	7	-0.9	-2	.	2
O=C1c2ccccc2NC2CCCCC12 (stereo unspecified)	1	-3	-2.8	8	-15	-0.2	-6	1.4	27
CCC1=C(OC(=O)N(CC)CC)N2C(=O)OC(=NCCc3c[nH]c4ccccc34)[C@]2(C)[C@H]2C1=CC[C@H]1C(=O)NC(=O)[C@H]12	19	-1	-0.8	-4	2	-0.2	-2	-0.53	-1
CO/C([O-])=N/c1c[n+](-c2ccc(C)cc2)no1	-1	2	-2.1	2	4	0.0	-2	0.92	-7
Cc1ccc(Nc2c(-c3ccc(N4CCOCC4)cc3)nc3cnccn23)cc1	4	-5	-5.3	1	8	-0.5	1	0.49	0
Cc1onc(-c2ccccc2Cl)c1C(=O)c1ccccc1	5	4	4.6	-9	0	-0.4	0	-2.2	-9
Cc1ccccc1-c1nnc(SCC(=O)NCc2ccc3c(c2)OCO3)n1C	2	-6	-0.8	-7	-2	-0.6	0	.	-24
CCOC(=O)C1CCCN(C/C=C/c2ccccc2[N+](=O)[O-])C1 (stereo unspecified)	2	-3	-0.6	3	10	-0.2	4	-0.14	-2
CC(C)(C)S(=O)(=O)c1cnc2c(-c3ccc(F)cc3)cnn2c1N	0	-6	-5.3	-1	31	0.0	17	.	-22
CCOC(=O)c1cccc(P(=O)(C(C)(C)C)C(C)(C)C)c1	-4	-1	0.9	-11	0	0.4	-11	0.96	12
Cc1[nH]c2ccccc2c1C(O)CN1CCC2(CC1)OCCO2 (stereo unspecified)	12	15	25	-3	3	26	1	0.24	-1
CN(/N=C/c1ccc2c(c1)OCO2)c1ccccc1	0	.	-0.7	-3	6	2.5	4	0.34	-23
Cc1ccc(/C=C2\CCC(C3CCCC3)C2=O)cc1 (stereo unspecified)	2	.	4.7	-4	8	1.3	3	0.35	-13
Cc1cc(C)cc(N(CC(=O)NC2CC3CCC2C3)S(C)(=O)=O)c1 (stereo unspecified)	2	-4	2.1	-1	29	0.8	15	.	-9
O=C(/C=C/c1ccc([N+](=O)[O-])cc1)NC1CC2CCC1C2 (stereo unspecified)	21	10	3.6	-5	5	5.3	7	0.14	0
O=S(=O)(c1ccc2oc(=S)[nH]c2c1)N1CCCCC1	17	7	-0.9	3	7	2.0	13	-0.41	4
S=C(NCc1cccs1)NCC1CCCO1 (stereo unspecified)	11	-5	-0.3	60*	25	-0.2	26	0.27	14
Cc1ccc2nc(-c3ccc(S(=O)(=O)N4CCOCC4)cc3)cn2c1	9	-9	0.0	5	8	-1.0	-7	.	-3
CC(=O)Nc1cc(-n2cnnn2)ccc1C	17	24	-0.1	2	4	0.8	-3	1.3	-11
Cn1nc(C(=O)N2CCOCC2)c([N+](=O)[O-])c1C(=O)N1CCOCC1	1	4	0.0	9	4	0.9	8	0.0073	-7
O=C(NNC(=O)C1[C@H]2CCCC[C@@H]12)NC1CCCCC1 (stereo partly specified)	0	.	1.6	-3	5	2.2	4	0.43	-20
CSC1=NC(=O)/C(=C\c2cccc3ccccc23)S1	28	-12	-0.5	-11	6	1.1	-4	-1.3	-7
Cc1[nH]c(=S)[nH]c(=O)c1CCOc1ccccc1	5	-1	-1.0	-1	9	1.6	0	.	12
COc1ccc(C(=O)NNC(=O)C(=O)NC(C)c2ccccc2)cc1OC (stereo unspecified)	21	-9	-0.8	-10	2	1.6	0	1.4	-3

Source: PubChem BioAssay (several laboratories)

An excerpt; the hit share may differ from the screen's.
